E-sel inducer = E-selectin induction on HUVECs; P16581; HUVEC E-selectin immunofluorescence imaging; normalized: neutral wells 0, TNF-alpha wells 100; activation, % at 7.58 µM; 260,000 tested, 0.37% active; AID 686992;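 active = mean E-selectin-positive cell signal at least 10% of the positive control, reached in at least 60% of replicates, without over 20% cell loss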;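 note: in these data hits start at about 27%; measured in HUVEC primary endothelial cells; signal is the percent of cells scored E-selectin positive by PE staining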
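material = human umbilical vein endothelial cells (HUVEC), E-selectin induction | quantity = 3,000 cells/well | medium = EGM-2 growth medium on 0.1% gelatin-coated wells | technique = immunofluorescence imaging | read-out basis = % PE-positive cells | control set = TNF-alpha positive control, DMSO neutral control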
RAD54 inh = inhibitors of human RAD54 branch migration | RAD54 Holliday junction branch migration, FAM/BHQ fluorescence | 360,000 tested, 0.14% active | inhibition, % at 10.4 µM | Q92698;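 active = mean normalized replicate activity at least 40 and at least half of replicates scoring 40 or more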;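 note: 0% = median of neutral control wells and 100% = median of positive control wells; inhibitors cause a drop in the FAM fluorescence signal; in these data hits start at about 50%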
Target sequence (Q92698 whole entry, looked up): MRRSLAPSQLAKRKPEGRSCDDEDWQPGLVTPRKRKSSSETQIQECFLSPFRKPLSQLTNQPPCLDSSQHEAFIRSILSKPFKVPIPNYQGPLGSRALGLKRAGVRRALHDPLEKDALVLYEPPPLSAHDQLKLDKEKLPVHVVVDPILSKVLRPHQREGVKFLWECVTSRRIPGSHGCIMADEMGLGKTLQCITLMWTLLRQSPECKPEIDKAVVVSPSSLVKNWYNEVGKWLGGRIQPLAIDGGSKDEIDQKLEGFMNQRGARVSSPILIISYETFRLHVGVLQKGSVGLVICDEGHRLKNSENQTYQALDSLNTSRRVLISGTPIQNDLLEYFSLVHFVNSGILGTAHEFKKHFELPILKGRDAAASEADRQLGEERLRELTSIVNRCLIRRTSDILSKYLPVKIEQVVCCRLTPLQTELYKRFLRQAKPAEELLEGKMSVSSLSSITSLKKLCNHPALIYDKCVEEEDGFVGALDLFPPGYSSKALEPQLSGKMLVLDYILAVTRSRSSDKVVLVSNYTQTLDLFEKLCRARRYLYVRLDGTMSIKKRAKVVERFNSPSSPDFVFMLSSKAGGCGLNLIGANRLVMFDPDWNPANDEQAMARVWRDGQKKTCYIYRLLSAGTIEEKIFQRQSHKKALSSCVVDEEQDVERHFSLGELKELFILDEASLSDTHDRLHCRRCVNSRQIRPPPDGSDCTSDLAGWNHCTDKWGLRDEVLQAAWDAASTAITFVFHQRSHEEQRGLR
The depositor's hits bear a star. A portion of the library. The share of hits here may be higher or lower than overall.

SMILES	E-sel inducer	RAD54 inh
CCOC(=O)c1cnc(-n2nc(C)cc2C)nc1N(C)C	-0.2	1.9
Cc1ccc2[nH]c(=O)c(C(c3nnnn3CCc3ccccc3)N3CCOCC3)cc2c1 (configuration not stated)	-1.4	-4.3
Cc1cc(C)nc(SCc2nnc(SCC(=O)NCc3ccco3)n2-c2ccccc2)n1	-0.1	-5.9
COc1ccc(Br)cc1C(=O)Nc1ccc(N2CCN(S(C)(=O)=O)CC2)cc1	5.0	-5.3
CCn1nnnc1SCC(=O)c1ccc(C)cc1	0.1	-3.3
COc1ccccc1-c1nnc2n1N=C(C(C)(C)C)CS2	-1.3	-2.6
Cc1ccc(NC(=O)c2noc3c2CCc2ccccc2-3)cc1	0.7	6.3
CCCCc1c(O)c2ccccc2[nH]c1=O	0.0	1.3
Cc1cccc(NC(=O)c2sc(C)nc2C)c1	-1.3	6.4
COc1ccc2[nH]c(C(=O)O)c(CCC(=O)O)c2c1	0.5	-10.3
CCOC(=O)CSc1nnc(CNc2ccc(F)cc2)o1	-1.6	8.6
CCOc1ccc(NC(=O)CCS(=O)(=O)c2ccc3c(c2)CCCN3C(=O)CC)cc1	0.3	-3.6
CC(C)COC(=O)c1ccc2c(c1O)C(=O)c1ccccc1C2=O	-1.3	0.1
Cc1ccc(N=Cc2cccc(O)c2O)c(C)c1	-1.2	5.7
O=C(NC1CCCCC1)C(c1ccco1)N(C(=O)C(F)(F)F)C1CC1 (configuration not stated)	0.0	-25.2

Next part.
SMILES	E-sel inducer	RAD54 inh
Cn1cc(/C(Cc2ccccc2)=N\O)c2ccccc21	0.0	0.0
O=C(NCCCn1ccnc1)c1ccncc1	2.2	-9.4
O=C(NC(=S)Nc1ccccc1N1CCCCC1)c1ccc(-c2cccc([N+](=O)[O-])c2)o1	-1.5	-19.1
Cc1cc(Cl)ccc1OCC(=O)Nn1c(C)ccc1C	-0.9	-6.4
Cc1ccc(Cn2c(Sc3nccc(C)n3)nc3c2c(=O)[nH]c(=O)n3C)cc1	-0.3	-2.6
Nc1ccccc1-c1nc2ccccc2[nH]1	0.7	-1.3
NC(=O)C1CCN(C(=O)CSCc2ccccc2Cl)CC1	-1.7	3.8
Cc1nc(C)c(C(=O)N/N=C/c2cn(C)c3ccccc23)s1	-1.2	-26.6
CC(C)n1cc(/C=C(\C#N)S(=O)(=O)c2ccccc2)c2ccccc21	2.4	-8.6
Nc1nnc(CC(=O)N2CCCCC2)s1	-2.1	-3.0
COc1ccc(/C=c2\sc3nc(-c4ccccc4OC)nn3c2=O)c(OC)c1	0.5	-16.4
CCN(CC)CCCn1c(=S)[nH]c2ncccc2c1=O	-0.9	-2.0
O=S(=O)(c1ccccc1Cl)N1CCCC1c1nc(-c2ccc(Cl)cc2)no1 (configuration not stated)	-0.7	-2.2
Cn1c(=O)n(C/C=C/c2ccccc2)c(=O)c2c1nc1n2CCCN1c1ccc(F)cc1	-0.3	-20.1
Cc1cnc(-c2nnc(N(C)C(=O)C3CCCO3)s2)cn1 (configuration not stated)	-1.4	-38.4

Next compounds follow.
SMILES	E-sel inducer	RAD54 inh
O=C(NCCCN1CCOCC1)c1ccccc1-c1ccccc1	0.3	-2.6
Cc1cc(C#N)c(C)c(SCc2[nH]nc3c2C(c2ccccc2)C(C#N)=C(N)O3)n1 (configuration not stated)	-2.3	-6.8
Cc1cc2c(c(=O)n1Cc1ccccn1)C(c1ccc3c(c1)OCO3)C(C#N)=C(N)O2 (configuration not stated)	-2.2	-11.0
CC1(C)CC(=O)N(c2ccccc2)C1(C)O (configuration not stated)	0.5	9.2
Nc1nnnn1/N=C/C(Br)=C/c1ccccc1	4.7	9.5
CCOC(=O)Cc1nnc(NC(=O)CSc2ccc(Cl)cc2)s1	-1.3	-4.8
Cc1ccccc1OCC(=O)NN1Cc2ccccc2C1=N	-1.0	-10.1
CC(C)(C)C(=O)/C=c1\[nH]c(=O)/c(=C\c2ccc(C#N)cc2)s1	7.3	-4.9
CC(C)CNC(=S)N1CCN(C)CC1	0.5	-8.0
COc1ccc(OC)c(NC(=O)CSc2nc3cccnc3n2C)c1	1.2	2.4
Cc1cccc(OCc2nnc(SCc3nc4cc(C(F)(F)F)ccc4c(=O)[nH]3)o2)c1	0.0	4.1
COc1cccc(C2=NO[C@@H]3C(=O)N(c4ccc5c(c4)OCCO5)C(=O)[C@H]23)c1OC	-1.5	-6.5
O=C(OCc1ccccc1)c1cccc(-c2nnn(Cc3ccccc3)n2)c1	1.1	1.7
O=c1[nH]n(-c2ccc(Cl)cc2)c2ncccc12	-1.3	-3.3
FC(F)(F)c1cccc(-c2nnc3ccc(C(F)(F)F)cn23)c1	-0.6	-5.0

The results go on:
SMILES	E-sel inducer	RAD54 inh
COCCN1C(=O)c2ccc(C(=O)O)cc2C1=O	1.3	-7.8
CCN1C(=O)c2cccc3c(S(=O)(=O)NCCc4c[nH]c5ccccc45)ccc1c23	-2.0	-3.3
O=C(NC1CCCC1)C(c1cccnc1)N(C(=O)c1csnn1)C1CC1 (configuration not stated)	0.5	-10.3
COc1ccc(/C=N\n2nnc3ccccc32)cc1	-1.2	10.9
CN(C)Cc1cc(C(C)(C)c2cc(CN(C)C)c(O)c(CN(C)C)c2)cc(CN(C)C)c1O	-0.8	101.8*
COc1cccc(S(=O)(=O)N2CCN(c3ccccc3F)CC2)c1	-1.0	-1.5
CN(C)C(CNC(=O)NC1CCCCC1)c1cccnc1 (configuration not stated)	-1.1	-5.3
CCOC(=O)Nc1sc(NS(=O)(=O)c2ccccc2)nc1C	-1.3	1.9
Cc1cccc(NC(=O)C2CCN(c3nc(C)cc(C)n3)CC2)c1	0.6	0.2
COc1ccc(N2C(=O)c3ccc(NC(C)=O)cc3C2=O)cc1	0.9	-5.4
CCOC(=O)C1CCCN(C(=O)c2cn(C)c(=O)c3cc(OC)c(OC)cc23)C1 (configuration not stated)	0.4	10.6
CCOC(=O)C(NC(C)=O)(N1CCc2ccccc2C1)C(F)(F)F (configuration not stated)	4.1	9.8
COc1ccc(Sc2cc(C(F)(F)F)nc(-c3ccccn3)n2)cc1	5.3	-19.8
Cc1nnc(SCC(=O)N2CCc3ccccc32)n1-c1ccccc1	0.0	1.0
Cc1cc(OCC(=O)Nc2ccc(OCc3ccccc3)cc2)nc(C(C)C)n1	0.2	7.1

Shown with values under each structure: entries from further up
Every second line gives: E-sel inducer | RAD54 inh
O=C(NC1CCCC1)C(c1cccnc1)N(C(=O)c1csnn1)C1CC1 (configuration not stated)
→ 0.5 | -10.3
CCOC(=O)C(NC(C)=O)(N1CCc2ccccc2C1)C(F)(F)F (configuration not stated)
→ 4.1 | 9.8
COCCN1C(=O)c2ccc(C(=O)O)cc2C1=O
→ 1.3 | -7.8
Cc1cccc(NC(=O)C2CCN(c3nc(C)cc(C)n3)CC2)c1
→ 0.6 | 0.2
CCN1C(=O)c2cccc3c(S(=O)(=O)NCCc4c[nH]c5ccccc45)ccc1c23
→ -2.0 | -3.3
COc1ccc(N2C(=O)c3ccc(NC(C)=O)cc3C2=O)cc1
→ 0.9 | -5.4
Cc1nnc(SCC(=O)N2CCc3ccccc32)n1-c1ccccc1
→ 0.0 | 1.0

Going on with the list:
| compound | E-sel inducer | RAD54 inh |
| --- | --- | --- |
| COc1ccc(NC(=O)COC(=O)c2cc(OC)c(OC)cc2NC(=O)c2ccco2)cc1OC | -1.0 | -4.3 |
| O=C(CSc1nnc(CNc2ccc(F)cc2)o1)OC1CCCCC1 | -0.5 | 0.8 |
| Cc1cccc(-n2nnc(C(=O)NCc3ccc4c(c3)OCO4)c2N)c1 | 0.0 | 0.6 |
| Cc1nc2ccc3[nH]snc3c2n1 | 1.7 | 2.2 |
| CCN1CCN(Cc2nc3c(c(=O)n(C)c(=O)n3C)n2C(C)C(C)=O)CC1 (configuration not stated) | 0.7 | -6.4 |
| COc1ccc(-c2nn3c(-c4ccccn4)nnc3s2)cc1OC | -2.3 | 4.4 |
| CCc1nnc(NC(=O)C2CC(=O)N(c3ccc(C)cc3)C2)s1 (configuration not stated) | 0.9 | 1.4 |
| COCCNc1oc(-c2ccc(Cl)cc2)nc1C#N | -1.9 | 5.2 |
| CC(C)CNC(=O)CN(C1CCCCC1)S(=O)(=O)c1ccccc1 | 7.4 | -4.5 |
| Cc1ccc(C(=O)O)cc1-c1ccc(/C=C2/NC(=O)N(c3ccccc3)C2=O)o1 | -0.4 | -8.5 |
| Cc1nc2ccc(NC(=O)C3CCN(S(=O)(=O)c4cccs4)CC3)cc2s1 | -0.2 | 1.8 |
| CCN(c1ccc(NC(=O)COC(=O)c2ccc(S(=O)(=O)N3CCCC3)cc2)cc1)C(C)C | -2.0 | -4.7 |

(next part)
| compound | E-sel inducer | RAD54 inh |
| --- | --- | --- |
| Cc1c(C)n(Cc2ccccc2)c2ncnc(N)c12 | -0.1 | -7.3 |
| O=C(OCC(=O)c1ccc(S(=O)(=O)N2CCCC2)cc1)C1=COCCO1 | 2.1 | -24.0 |
| CC(C)(C)NC(=O)C(c1ccco1)N(C(=O)c1csnn1)c1ccccc1 (configuration not stated) | 5.2 | 4.4 |
| N#Cc1c(N)n(CCOC(=O)c2cccc([N+](=O)[O-])c2)c2nc3ccccc3nc12 | -1.7 | -0.3 |
| Cc1ccc(OCCNS(=O)(=O)c2cccs2)cc1 | -0.1 | 6.4 |
| COCCCn1c(SCC(=O)Nc2ccc(C(=O)OC)cc2)nc2ccccc2c1=O | 0.5 | 0.3 |
| CN(Cc1cccs1)C(=O)CCc1ccc(S(=O)(=O)N2CCOCC2)cc1 | -0.5 | 4.4 |
| Cc1ccc2c(c1)sc1nc(=O)n(-c3ccc(Cl)c(Cl)c3)c(=O)n12 | 1.7 | 10.5 |
| C=CCNCCCCOc1c(Cl)cc(C)cc1Br | -0.7 | 2.3 |
| O=C(OCC#CCSc1nnc(-c2ccncc2)o1)c1sc2ccccc2c1Cl | -1.7 | 3.2 |
| COCCN(C(=O)CNC(=O)c1cccs1)C(C(=O)NC1CCCCC1)c1ccco1 (configuration not stated) | -0.7 | -2.5 |
| O=C1NC(c2ccc(Br)cc2)Nc2sc3c(c21)CCC3 (configuration not stated) | 2.4 | -4.3 |

(cont.)
| compound | E-sel inducer | RAD54 inh |
| --- | --- | --- |
| Cc1cc(NC(=O)CCC(=O)N(c2ccccc2)C(C(=O)NC2CCCC2)c2ccncc2)no1 (configuration not stated) | -0.1 | -8.3 |
| COc1ccccc1Cn1c(-c2ccco2)nc2nc3ccccc3nc21 | -1.5 | 5.3 |
| CC1=C(C(N)=O)C(c2ccc(Cl)cc2Cl)n2ncnc2N1 (configuration not stated) | 0.8 | -12.6 |
| COc1ccc(N2CCN(CC(=O)Nc3c(C)cc(C)cc3C)CC2)cc1 | -0.4 | -3.4 |
| COc1ccc(C(C)(C)C)cc1NC(=O)Nc1ccc2c(c1)OCO2 | -0.7 | 5.6 |
| CCC(=O)N1c2ccc(S(=O)(=O)CCC(=O)N3CCn4c3nc3ccccc34)cc2CC1C (configuration not stated) | -0.6 | -4.6 |
| CC(=O)Nc1nnc(SCC(=O)N2CCN(Cc3ccccc3)CC2)s1 | -2.0 | -9.2 |
| CN(C)/N=C/C=C1\CC/C(=C\c2ccc(Br)cc2)C1=O | -0.1 | -10.3 |
| CC(C)(C)c1ccc(C2(C)NC(=O)N(CC(=O)Nc3ccc4c(c3)OCO4)C2=O)cc1 (configuration not stated) | -0.8 | -3.8 |
| O=C(NC1CC2CCC(C1)N2Cc1nnnn1Cc1ccco1)NC12CC3CC(CC(C3)C1)C2 (configuration not stated) | 0.0 | 7.3 |
| Cc1ccc(S(=O)(=O)N2CCC(C(=O)N[C@@H](C)C(=O)NCC3CCCO3)CC2)cc1 (some centres not stated) | -0.9 | -8.1 |
| CN1CCN(C(=O)c2ccc3c(=O)n(Cc4ccco4)c(=S)[nH]c3c2)CC1 | 0.5 | -0.4 |

New compounds follow:
| compound | E-sel inducer | RAD54 inh |
| --- | --- | --- |
| Cc1ccc(CON=C2CCN(c3ncc(C(F)(F)F)cc3Cl)CC2)cc1 | 1.0 | -25.6 |
| CC(=O)CSc1nnc(Cc2ccc3c(c2)OCO3)o1 | 0.2 | 4.3 |
| Cc1ccc(/C=c2/sc3nnc(-c4ccccc4Cl)n3c2=O)o1 | 3.4 | -2.9 |
| Cc1nn(C)cc1/C=C/C(=O)c1cccs1 | 0.1 | -4.1 |
| COc1cccc(/C=C/C(=O)c2c(O)cc(C)oc2=O)c1O | 0.2 | 2.6 |
| COCCCn1c(=S)[nH]c2ccc(N3CCOCC3)cc2c1=O | -0.5 | -9.8 |
| Cc1cc(/C=N/NC(=O)c2cccs2)c(C)n1-c1ccccc1 | 0.8 | -9.7 |
| Cn1c(=O)c2c(nc(N3CCCCCC3)n2Cc2cccc3ccccc23)n(C)c1=O | 3.4 | -5.6 |
| O=C(Nc1ccc(Cl)cc1)OCc1cn(-c2ccc(Cl)cc2)nn1 | -2.5 | 13.6 |
| CC(C)CCOc1cccc(OCC(=O)N(C)C2CCS(=O)(=O)C2)c1 (configuration not stated) | 0.6 | -16.2 |
| Cc1ccc2c(c1)N1C(=O)c3ccccc3C1C1=C(CC(C)(C)CC1=O)N2 (configuration not stated) | -0.1 | 0.8 |
| C=CCNC(=O)c1ccc(Cn2c(=S)[nH]c3cc4c(cc3c2=O)OCO4)cc1 | -1.4 | -7.5 |
| CC1(C)Cc2nc3sc(C(=O)NCCO)c(N)c3cc2CO1 | 0.2 | -6.5 |

Bioassay records (PubChem)
